Bioassay records deposited in PubChem by several laboratories.
T cell modulator: T cell immune modulators affecting CD8 T cell-vesicle binding | AID 2052 | 2C CD8+ T cell-vesicle binding, flow cytometry; stronger effect = lower value | hit rate 0.068% among 330,000 | calls only at 7 µM;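 active = response, share of CD8 T cells binding vesicles, and their 90th percentile fluorescence all below set limits, cut at about 80% in these data, passing the limit was not always enough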
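System: murine 2C transgenic CD8+ T lymphocytes; also added: QL9-loaded Drosophila micro-vesicles; times: binding 1.5 h at 37 °C; measured by: flow cytometry, PE anti-B7-1 (FL2) versus Alexa647 anti-CD8 (FL8), PFA-fixed; control set: Peptide-free naked vesicles (low) and QL9 vesicles with 0.7% DMSO vehicle (high)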
Insulin prom up: MIN6 insulin promoter up-regulation. MIN6 insulin promoter-GFP reporter, high-content imaging; stronger effect = higher value. z-score at 5 µM. hit rate 0.3% among 190,000;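 active = z-score above 3 at 5 µM with at least 500 cells counted in the well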
Dynein cargo inh: blocks dynein driven cargo transport along microtubules; 3617.4 mouse cells, GR-EGFP nuclear translocation imaging; test concentration mostly 20 µM; stimulated with dexamethasone, 1 µM; stronger effect = lower value; z-score, hits read low; hit rate 0.47% among 220,000;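 active = plate z-score of nuclear minus cytoplasmic receptor signal below a set negative limit, without overly bright fluorescence or cell loss, cut at about -3.5 in these data, passing the limit was not always enough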;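 note: z-score of nuclear minus cytoplasmic ring GR-EGFP intensity difference per well; some compounds called inactive have numbers as strong as hits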
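Medium: Induction medium lacking tetracycline, stripped serum | Probe or stimulus: 1.0 µM final dexamethasone stimulus | Schedule: 48 h induction, then 1 h compound, then 30 min agonist, 37 °C | Signal: Automated 10x imaging of fixed Hoechst-stained cells | Evaluation: Per-cell GR-EGFP intensity, nucleus versus surrounding cytoplasmic ring, well-averaged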
Hep lipid drop: modulators of hepatic lipid droplet formation; AML12 mouse hepatocytes, oleate lipid droplets, BODIPY imaging; inhibition, % at 6.5 µM; hit rate 0.4% among 240,000;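 active = lipid droplet intensity inhibited by at least 50%, with more than 500 cells counted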
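Assay system: AML12 mouse liver cells | Compound: 6.5 µM single-point dosing | Schedule: Overnight exposure | Technique: Fluorescence imaging, 20x objective, two fields per well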
PMI inhibitors: inhibitors of human PMI, primary screen, biochemical, fluorescence intensity, coupled assay (AID 1209); purified PMI enzyme, coupled fluorescence intensity; higher % means a stronger effect; inhibition, % at 20 µM, or IC50 in µM where a hit was titrated; hit rate 0.42% among 190,000; in the data active = inhibition above about 50%;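 note: plate controls were DMSO vehicle for no effect and wells lacking substrate for full effect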
MT stabilizer: stabilizes microtubules in HeLa cells; % tubulin-high responders, % at 10 µM; HeLa tubulin immunostaining HCS, 24 h; share of cells brighter than vehicle mean+2SD; hit rate 0.83% among 200,000; AID 2205;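 active = plate Z-score above 3 for both tubulin-high and condensed-nucleus cell shares, with cell loss under 80%, at 10 µM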;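 note: anti alpha tubulin signal scored within the nucleus-defined area of each cell; some results filed as inactive read as strong as hits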
Myeloid diff MLP: compounds promoting myeloid differentiation; ER-HoxA9 myeloid progenitors, lysozyme-GFP differentiation, flow cytometry; calls only at 10 µM; hit rate 1% among 360,000;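 active = normalized GFP-positive differentiation at or above the plate's own cutoff, the solvent-only control mean plus 3 SD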;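 note: cells exposed to compound for four days before flow analysis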
b-catenin transl: modulators of beta-catenin nuclear translocation; hit rate 0.3% among 190,000; nuclear translocation activity, % at 5 µM; AID 1665; HeLa beta-catenin nuclear translocation, immunofluorescence imaging;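 active = nuclear translocation activity above 50% at 5 µM, with a well cell count of 50 or more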;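 note: per-cell ratio of nuclear to cytoplasmic median beta-catenin stain intensity; plate controls were DMSO negative control for no effect and GSK-3 inhibitor IX positive control for full effect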
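Assay system: human HeLa cells, native beta-catenin; doses: 5 µM primary, 0.02–20 µM confirmation; incubation: compound treatment 24 h, 37°C, 5% CO2; technique: fluorescence imaging of beta-catenin antibody stain plus DAPI; measure: % activation, nuclear-to-cytoplasmic median beta-catenin signal ratio per cell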
TNAP activators: human TNAP enzyme activators, primary screen, biochemical, luminescent, no phosphate acceptor, uHTS (AID 1001) | purified TNAP, luminescent activation assay, no phosphate acceptor; higher activation fold means a stronger effect | activation fold at 20 µM; hits with a dose series show EC50 in µM | hit rate 0.03% among 200,000; in the data active = activation fold from about 3, or a potency from the dose series; inactive = the rest, 99 in 100 with activation fold below about 1.6; note: many of its hits are not listed in these tables
Dynein cargo inh cytoplasmic EGFP: further read-out of Dynein cargo inh, marked with its call; z-score; measured here: cytoplasmic GR-EGFP intensity; stronger effect = higher value
Dynein cargo inh nuclear GR-EGFP: recorded beside Dynein cargo inh, whose call it bears; z-score; measured here: nuclear GR-EGFP intensity;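 lower value marks the stronger effect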
Dynein cargo inh cell count: second read-out of Dynein cargo inh, no call of its own (marks repeat the call); z-score; measured here: cell count per field
Insulin prom up cell count: second read-out of Insulin prom up, no call of its own (marks repeat the call); cell count; measured here: cytotoxicity, nuclei count;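 total cells summed across four imaged fields per well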
Hep lipid drop cells 6.5 µM: further read-out of Hep lipid drop, marked with its call; cell count; measured here: cell count, cytotoxicity flag;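 cells counted across two imaged fields per well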
b-catenin transl cell count 5 µM: second read-out of b-catenin transl, no call of its own (marks repeat the call); cell count; measured here: cell count, cytotoxicity flag
T cell modulator vesicle-bound %: second read-out of T cell modulator, no call of its own (marks repeat the call); double positive events, %; measured here: CD8+ vesicle-bound cell fraction;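 binding gate set so that unloaded-vesicle control wells show 10% double positive cells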
MT stabilizer Hoechst-high %: also measured in MT stabilizer; calls as there; % Hoechst-high responders; measured here: nuclear condensation Hoechst responders;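 share of cells brighter than vehicle mean plus two SD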
MT stabilizer cytotoxicity %: second read-out of MT stabilizer, no call of its own (marks repeat the call); toxicity, %; measured here: cytotoxicity by cell density;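 0% = mean cell density of plate MIN control wells and 100% = no cells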
Myeloid diff MLP GFP+ MAC1+ %: second read-out of Myeloid diff MLP, no call of its own (marks repeat the call); GFP+ MAC1+ double positive, %; measured here: differentiation confirmed by MAC1 staining
* hit, by the source's call; i = inactive; . = not tested or not shown; & = joins results of further samples.

Start of the listing, in advance (three entries):
compound	T cell modulator	T cell modulator vesicle-bound %	Insulin prom up	Insulin prom up cell count	Dynein cargo inh	Dynein cargo inh cytoplasmic EGFP	Dynein cargo inh nuclear GR-EGFP	Dynein cargo inh cell count	Hep lipid drop	Hep lipid drop cells 6.5 µM	PMI inhibitors	MT stabilizer	MT stabilizer Hoechst-high %	MT stabilizer cytotoxicity %	Myeloid diff MLP	Myeloid diff MLP GFP+ MAC1+ %	b-catenin transl	b-catenin transl cell count 5 µM	TNAP activators
COc1ccc(-c2c(C)nn3c(-c4ccccc4)cc(C)nc23)cc1	i	31	1.6	1236	0.72	-0.36	0.51	0.67	3	657	18%	4.1	3.2	22	i	2.0	-1.5	1049	1.1
S=c1cnc2ccccc2[nH]1	i	59	-1.2	1519	-0.96	2.7	-0.12	0.91	-12	727	-48%	0.7	3.0	13	i	0.5	1.9	1480	1
COc1cc(NS(=O)(=O)c2cc(C)ccc2OC)c(OC)cc1Cl	i	58	0.16	1353	0.44	-0.21	0.34	-0.041	-47	765	10%	2.5	1.7	2.1	i	0.0	-1.8	1192	1

This part in full, from the start:
compound	T cell modulator	T cell modulator vesicle-bound %	Insulin prom up	Insulin prom up cell count	Dynein cargo inh	Dynein cargo inh cytoplasmic EGFP	Dynein cargo inh nuclear GR-EGFP	Dynein cargo inh cell count	Hep lipid drop	Hep lipid drop cells 6.5 µM	PMI inhibitors	MT stabilizer	MT stabilizer Hoechst-high %	MT stabilizer cytotoxicity %	Myeloid diff MLP	Myeloid diff MLP GFP+ MAC1+ %	b-catenin transl	b-catenin transl cell count 5 µM	TNAP activators
COc1ccc(-c2c(C)nn3c(-c4ccccc4)cc(C)nc23)cc1	i	31	1.6	1236	0.72	-0.36	0.51	0.67	3	657	18%	4.1	3.2	22	i	2.0	-1.5	1049	1.1
S=c1cnc2ccccc2[nH]1	i	59	-1.2	1519	-0.96	2.7	-0.12	0.91	-12	727	-48%	0.7	3.0	13	i	0.5	1.9	1480	1
COc1cc(NS(=O)(=O)c2cc(C)ccc2OC)c(OC)cc1Cl	i	58	0.16	1353	0.44	-0.21	0.34	-0.041	-47	765	10%	2.5	1.7	2.1	i	0.0	-1.8	1192	1
CCOc1cccc(OCCCOc2cccc3cccnc23)c1	i	41	0.49	1389	1.9	-0.27	0.81	-0.55	-14	680	-4%	2.1	2.2	4.2	i	0.2	-1.1	999	1.1
COc1ccc(S(=O)(=O)Nc2ccccc2OC)cc1C	i	19	0.08	1307	-0.2	-0.28	-0.033	0.78	-15	660	10%	3.5	2.5	7.2	i	1.1	.	.	1.1
O=C(O)CCCC(=O)NCCCc1ccccc1	i	42	0.58	1162	-0.082	-0.19	-0.11	-0.26	.	.	10%	1.2	1.1	7.0	i	1.0	0.3	1202	1.1
COc1cc(NC(=O)c2cc(C)on2)cc(C(=O)Nc2cccc(C(F)(F)F)c2)c1	i	31	0.25	507	-0.023	-0.72	0.027	-0.33	31	469	.	.	.	.	i	0.4&1.5	9.1	819	.
Cc1c(/C(O)=C2/C(=O)C(=O)N(CCN(C)C)C2c2ccc(C(C)C)cc2)cnn1-c1ccccc1 (stereo not drawn)	i	49	.	.	-0.53	-0.19	0.38	-0.8	41	691	.	.	.	.	i	0.9	-0.2	1287	.
O=S(=O)(c1cccc(C(F)(F)F)c1)N1CCN(c2ccccc2)CC1	i	37	0.56	878	3	0.17	2.2	-1.7	5	779	7%	1.7	1.9	12	i	9.2	-4.9	1241	1.1
O=[N+]([O-])c1cccc(C(=Nc2ccccc2)NO)c1	i	26	-0.15	1370	0.28	-0.12	0.32	-0.43	5	647	-10%	2.8	3.4	4.2	i	0.1	.	.	0.9
CCOC(=O)c1cnn(-c2cc(C)nc3c(-c4ccccc4)cnn23)c1N	i	14	3.6*	899*	1.9	-0.18	1.6	-1.9	.	.	2%	4.8	2.6	7.5	i	0.0	-3.9	778	1
CCOc1cc(-c2c(C)c(C)nc(N)c2C#N)ccc1O	i	35	-0.16	1104	-0.14	-0.26	-0.14	0.12	-7	738	-2%	3.2	2.0	8.7	i	1.7	-0.3	874	1.1
COc1cc(C(=O)Nc2sc(C(=O)N3CCOCC3)c(C)c2C#N)cc(OC)c1OC	i	15	-0.86	959	-0.45	-0.17	-0.32	0.73	0	744	4%	2.9	2.3	8.1	i	0.5	0.8	1162	1.1
O=C(c1ccc(F)cc1F)N(Cc1ccccn1)Cc1ccco1	i	12	.	.	-0.22	-0.15	0.15	-0.35	.	.	-7%	5.6	3.5	8.9	i	1.0	-3.7	989	1.1
CC#CCCCC(=O)Nc1cc(OC)nc(OC)n1	i	30	0.95	1614	-1.3	-0.25	-0.3	1.1	.	.	16%	3.8	3.6	7.3	i	1.8	0.8	1437	1
Cc1cc(C)c2c(=O)n(CC(=O)NC3CCCC3)sc2n1	i	14	0.12	1004	-4.2*	2.3*	-1.9*	-0.39*	1	683	.	.	.	.	i	0.7	0.6	1303	.
O=C(CN1CCC(O)(c2ccccc2)CC1)Nc1ccc2c(c1)OCCO2	i	59	-0.09	1502	1.1	0.86	0.92	-0.48	5	683	-3%	5.3	1.6	11	i	1.0	-3.0	1120	1.1
COc1ccc(C(=O)NCc2nnc(SCC(=O)Nc3nnc(C)s3)o2)cc1OC	i	31	0.69	1578	-1.2	-0.29	-0.37	0.74	0	644	-18%	1.7	1.9	12	i	1.6	-1.6	1003	1.1
CCOc1ccc2[nH]cc(C(=O)O)c(=O)c2c1	i	40	.	.	-0.7	-0.33	-0.29	0.68	4	716	11%	3.6	4.4	7.0	i	2.4	0.7	991	0.9
CCOc1nc(NC(=O)NS(=O)(=O)Oc2ccccc2Cl)nc(-c2ccccc2)n1	i	6	.	.	1.4	-0.38	0.65	-0.76	0	785	8%	1.4	1.2	4.6	i	6.6	-9.4	1152	1
CCCc1cc(C(=O)NCCc2ccccc2)no1	i	22	-1.3	1739	-0.33	-0.22	0.15	0.55	0	618	4%	6.9	2.3	5.3	i	2.1	1.3	1066	1.1
C/C(=N\O)c1ccc(Cl)cc1Cl	i	24	0.03	1481	0.63	-0.17	0.36	-0.81	7	672	.	.	.	.	i	0.9	-1.0	1155	.
Oc1ccc(/C=N/NC(=S)NCCN2CCOCC2)c(O)c1	i	30	-0.62	884	-0.75	-0.32	-0.034	0.47	19	724	-9%	6.1	2.1	11	i	0.1	-3.3	1105	2.6
CCNC(=O)/C(=C/c1ccc2c(c1)OCO2)NC(=O)c1ccc(Br)cc1	i	46	0.03	1298	-0.027	-0.16	-0.14	-0.22	.	.	2%	1.2	2.4	6.6	i	0.6	1.8	1387	1
Nc1ccc(Oc2ccc3nc(-c4ccccc4)c(-c4ccccc4)nc3c2)cc1	i	48	-2.3	1099	0.013	0.36	0.84	0.41	.	.	14%	2.9	1.0	9.8	i	0.6	-0.7	1390	1.1
Cc1nn(CC2CC2)c(=O)n1-c1ccc(Cl)cc1	i	59	1.7	1734	0.031	0.049	0.74	-0.41	-24	665	6%	1.8	2.2	5.3	i	1.0	-0.5	904	1
COc1ccc(N2CCN(C(=O)c3ccc(C)cc3Cl)CC2)cc1	i	28	-0.59	1260	-0.14	-0.26	-0.27	0.21	-2	773	15%	1.2	2.3	11	i	2.0	-5.7	1265	1.1
O=C(Cc1ccc(Cl)cc1)Nc1cccc(S(=O)(=O)Nc2ccccc2F)c1	i	17	-0.8	1299	-0.56	-0.12	0.017	-0.12	-38	635	23%	2.0	2.5	16	i	0.3	1.3	1086	1.1
CCOC(=O)CS(=O)(=O)c1nc(-c2ccc(F)cc2)cc(C(F)(F)F)n1	i	36	-0.07	1944	-4.8	4.7	-1.2	-0.22	-9	649	8%	3.7	3.2	2.7	i	0.3	0.3	969	1.1
CCOC(=O)c1c(C)[nH]c(C(=O)COC(=O)C23CC4CC(CC(Cl)(C4)C2)C3)c1C	i	43	.	.	-0.44	0.0024	-0.15	0.47	-2	785	25%	2.4	1.7	9.1	i	0.0	0.1	1093	1
NC(=O)NCc1cccnc1	i	55	-0.26	1474	3.4	-0.046	1.5	-1.3	1	682	0%	3.2	2.2	2.1	i	0.1	-1.9	1229	1.1
COc1cc(/C=N/NC(=S)Nc2cccnc2)cc(OC)c1O	i	9	0.12	1149	-0.5	-0.31	0.15	0.51	-16	683	6%	4.4	3.0	11	i	0.0	-2.7	1137	1.2
O=C(Nc1cccc(F)c1)c1ccc(S(=O)(=O)N2CCCC2)cc1	i	31	-0.9	1218	0.74	-0.14	0.72	-0.18	-1	720	0%	4.6	3.4	7.1	i	2.2	-4.5	1257	1.1
Nc1nc(-c2ccccc2)c(-c2ccccc2)s1	i	42	-0.87	1496	0.36	-0.19	-0.2	-0.45	.	.	-1%	3.5	2.2	6.2	i	0.5	-1.5	1415	0.9
